Bioassay records deposited in PubChem by National Center for Advancing Translational Sciences (NCATS).
Sm TGR inh: blocks Schistosoma mansoni thioredoxin glutathione reductase. purified TGR, DTNB reduction, TNB absorbance 405 nm. Potency, µM (top dose mostly 114 µM), for inactives: at the top dose activity change, negative = inhibition, usual class: inhibitors. 360,000 tested, 3% active. AID 485364; further: potency means the concentration at half of the fitted maximal effect; nearly all actives have a fitted effect of over 60% in size
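Kinetic colorimetric format: TGR-catalysed, NADPH-driven DTNB reduction monitored via TNB absorbance. Enzyme dispensed at 20 nM; compound exposure 15 min at room temperature before reaction start.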
HCV inhibitor: HCV inhibition. Huh7.5.1 HCVcc-Cre infection, luciferase reporter, 44 h. Potency, µM (doses to about 41.8 µM), for inactives: top-dose activity change, negative = inhibition, actives largely listed as inhibitors. 340,000 tested, 3.4% active. AID 651820; further: potency means the concentration at half of the fitted maximal effect
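Whole-lifecycle infectious HCVcc-Cre system; cells 1,000/well, compound then virus (~0.5 moi) added 4 h after plating, 44 h culture. Luciferase read 15 sec following 15 min substrate incubation, room temp.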
AmpC no deterg: inhibitors of E. coli AmpC beta-lactamase without detergent; AmpC nitrocefin hydrolysis, absorbance 480 nm, 0.0001% Triton; Potency, µM (highest dose often 57.1 µM), for inactives: top-dose activity change, negative = inhibition, most hits filed as inhibitors; 330,000 tested, 0.52% active; AID 485341;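 further: potency means the concentration at half of the fitted maximal effect; plate controls were no compound for no effect and no enzyme for full effect; nearly all actives have a fitted effect of over 20% in size; some results filed as inactive show a strong effect at the top dose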
Target sequence (P00811 whole entry, looked up): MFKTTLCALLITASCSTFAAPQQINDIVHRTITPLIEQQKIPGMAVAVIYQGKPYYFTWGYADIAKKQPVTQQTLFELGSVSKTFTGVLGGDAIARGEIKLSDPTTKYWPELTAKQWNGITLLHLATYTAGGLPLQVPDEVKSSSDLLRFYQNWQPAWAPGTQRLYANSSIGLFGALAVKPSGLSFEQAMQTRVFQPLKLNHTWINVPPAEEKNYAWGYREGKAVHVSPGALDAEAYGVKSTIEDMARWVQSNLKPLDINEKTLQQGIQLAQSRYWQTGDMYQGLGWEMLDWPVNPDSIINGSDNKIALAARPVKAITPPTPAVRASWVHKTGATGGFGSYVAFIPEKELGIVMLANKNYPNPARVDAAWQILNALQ
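AmpC (5.3 nM in the dispensed reagent) in 20 mM phosphate pH 7.0 with 0.01% (detergent screen) or 0.0001% Triton X-100 was preincubated with compounds for 15 min at room temperature. Nitrocefin was then added from an 800 uM solution, and hydrolysis was followed at 480 nm.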
AmpC detergent: inhibitors of E. coli AmpC beta-lactamase with detergent; P00811; AmpC hydrolysis of nitrocefin, absorbance 480 nm, 0.01% Triton; Potency, µM (highest dose often 114 µM), without a hit: at the highest dose activity change, negative = inhibition, hits mostly inhibitors; 370,000 tested, 0.041% active;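 further: potency means the concentration at half of the fitted maximal effect; 0% = no-compound wells and -100% = no-enzyme wells; nearly all actives have a fitted effect of over 25% in size; some results filed as inactive show a strong effect at the top dose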
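AmpC (5.3 nM in the dispensed reagent) in 20 mM phosphate pH 7.0 with 0.01% (detergent screen) or 0.0001% Triton X-100 was preincubated with compounds for 15 min at room temperature. Nitrocefin was then added from an 800 uM solution, and hydrolysis was followed at 480 nm.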
HCMV inh: inhibitors of human cytomegalovirus; HFF cells, HCMV-luciferase reporter, 72 h; active compounds read low; activity change, negative = inhibition, % at 57.5 µM; 410,000 tested, 4.5% active; AID 1259415; in the data active means activity change below about -60%; inconclusive means no clear call, values can overlap the other calls; inactive means above about -39%
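After 16 h attachment at 37C, HFF cells received test compound and HCMV-luciferase (1 PFU/cell); reporter luminescence read 72 h later, data normalized against buffer-only and known inhibitor Salinomycin.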
FBPA Giardia inh: inhibitors of Giardia lamblia fructose-1,6-bisphosphate aldolase; AID 2451; Potency, µM (series often up to 59.6 µM), without a hit: top-dose activity, negative = inhibition, most hits filed as inhibitors; purified Giardia FBPA; 290,000 tested, 0.71% active; A8B2U2; further: potency means the concentration at half of the fitted maximal effect; nearly all actives have a fitted effect of over 55% in size
Target sequence (A8B2U2 whole entry, looked up): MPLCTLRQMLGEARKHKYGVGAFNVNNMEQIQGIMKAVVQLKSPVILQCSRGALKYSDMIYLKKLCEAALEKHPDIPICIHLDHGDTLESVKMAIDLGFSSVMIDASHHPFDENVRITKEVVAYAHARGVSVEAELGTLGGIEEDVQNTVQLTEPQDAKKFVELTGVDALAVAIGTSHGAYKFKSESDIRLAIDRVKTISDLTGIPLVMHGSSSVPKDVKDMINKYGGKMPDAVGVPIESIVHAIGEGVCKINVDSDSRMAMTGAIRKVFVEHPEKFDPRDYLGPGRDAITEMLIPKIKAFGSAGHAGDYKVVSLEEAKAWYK
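Giardia FBPA (40 nM reagent) was preincubated 10 min at RT with compound (up to 57.5 uM final), then substrate plus GAPDH/TPI/NAD/arsenate coupling system with diaphorase/resazurin was added; resorufin fluorescence (525/598 nm) was read after 20 min.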
Starred values were filed as active, the others as inactive; ? = inconclusive; nt = not tested or not shown; & = joins results of further samples; [ ] = another dose, or the depositor's remark. Unless noted, the call rests on the fitted dose curve; in most records, active means well fitted curve in the direction sought with a large enough effect; inconclusive means small, poorly fitted or top-dose-only effect, or another doubt; inactive means no such curve, though single readings can be large; an effect the other way counts as inactive or inconclusive. Unless noted, on the % scale 0 is the no-effect control and ±100 the full control effect.

SMILES	Sm TGR inh	HCV inhibitor	AmpC no deterg	AmpC detergent	HCMV inh	FBPA Giardia inh
CCCCOCCCN1CC(=O)N2C(C)c3[nH]c4ccccc4c3C[C@H]2C1=O (some centres not stated)	-9%	-10%	79%[activator]	-6%	-5	0%
Cc1cc(C)n2nc(SCC(=O)c3cc(C)n(CC4CCCO4)c3C)nc2n1 (configuration not stated)	-28%	?	80%[activator]	3%	-70*	-2%
Cn1c(=O)c2cc(NCc3ccccc3)nnc2n(C)c1=O	8%[11.4 µM]	-12%	-15%	-5%	-23	?
O=C(NCCn1cc(SCc2ccccc2)c2ccccc21)c1cccs1	-7%	nt	nt	-5%	-4	nt
N=C1c2ccccc2CN1NC(=O)c1ccc(Br)o1	0%	?	-17%	-14%	0	-13%
CN(C)C=C1C(=O)N(C2CCCCC2)C(=O)N(C2CCCCC2)C1=O	-34%	13%	-50%	-9%	33	1%
C/C(=N\NC(=S)NC1CCCCC1)c1ccc(O)cc1	-5%	?	-33%	2%	-36	-13%
Cc1ccc(/C=c2\sc3nc(-c4cccs4)nn3c2=O)o1	0%	-17%	-25%	2%	24	-2%
Nc1nnc(SCc2coc(-c3ccc(Cl)cc3)n2)s1	-13%	?	-19%	?	-25	-5%
NS(=O)(=O)c1ccc(N2CCN(C(=O)C3COc4ccccc4O3)CC2)nc1 (configuration not stated)	-10%	-4%	-11%	-7%	-6	nt
CC1CN(C(=O)CCC(=O)N2CCCCC2)c2cc(Cl)ccc2O1 (configuration not stated)	-7%	0%	61%[activator]	-1%	14	nt
COc1cccc(CNC(=O)CNS(=O)(=O)c2ccc(Br)s2)c1	0%	-3%	-16%	-10%	-28	7%
Cc1ccc(NC(=O)CSc2n[nH]c(-c3cccnc3)n2)c(Br)c1	1%	16%	-26%	-6%	25	-8%
COc1cccc(NC(=O)CN2C(=O)c3cccc4cccc2c34)c1	2%	nt	nt	23%	0	nt
CCc1ccccc1NC(=O)CNC(=O)c1cc(C2CC2)nc2c1cnn2C(C)C	1%	?	-14%	2%	0	nt

Brought forward from above: two entries, then new ones.
SMILES	Sm TGR inh	HCV inhibitor	AmpC no deterg	AmpC detergent	HCMV inh	FBPA Giardia inh
COc1cccc(NC(=O)CN2C(=O)c3cccc4cccc2c34)c1	2%	nt	nt	23%	0	nt
CCc1ccccc1NC(=O)CNC(=O)c1cc(C2CC2)nc2c1cnn2C(C)C	1%	?	-14%	2%	0	nt
CC(=O)c1ccc(NC(=O)CSC2=NS(=O)(=O)c3cc(Cl)ccc3N2)cc1	-9%	17%	-18%	1%	-29	nt
Cc1cc2oc3c(c(=O)c2cc1C)C(c1ccc(C(C)C)cc1)N(CCCN1CCOCC1)C3=O (configuration not stated)	-25%	0%	290%[activator]	?	2	-1%
COc1ccccc1CCNC(=O)C1CCC(=O)N(C2CCCCCC2)C1 (configuration not stated)	-16%	nt	94%[activator]	1%	-4	nt
O=C(CN1C(=O)COc2ccccc21)N(CCCN1CCOCC1)CC1CC=CCC1 (configuration not stated)	-17%	8%	79%[activator]	-14%	7	-1%
CC(Oc1ccc(Br)cc1)C(=O)NC1CCCCCC1 (configuration not stated)	8%	-2%	0%	4%	26	nt
CC(=O)C1=C(C)Nc2ncnn2C1c1ccccc1Cl (configuration not stated)	7%	-3%	0%	3%	5	-3%
CCOC(=O)c1c(NC(=O)CSc2nnc(Cc3ccccc3)o2)sc(C(C)=O)c1C	12%	?	-5%	2%	14	-2%
CC(=O)c1cccc(NC(=O)c2ccccc2N(C)S(=O)(=O)c2ccc(C)cc2)c1	3%	22%	-7%	1%	140	3%
O=C(CCn1c(=O)oc2cc(Cl)ccc21)Nc1ccc(N2CCOCC2)cc1	-4%	?	-1%	-12%	-30	8%
Nc1ccccc1C(=O)NC1CCCCNC1=O (configuration not stated)	16%	-6%	-4%	1%	13	-1%
CCc1ccc(NC(=O)C(C)OC(=O)/C=C/c2ccc(O)c(OC)c2)cc1 (configuration not stated)	nt	?	-30%	nt	-1	nt
CCN(CC)c1ccc2cc(C(=O)Nc3ccc(-n4cnnn4)c(OC)c3)c(=O)oc2c1	-1%	nt	-22%	-4%	nt	0%
NC(=O)c1snnc1-c1ccccc1	2%	6%	-11%	-12%	-18	4%
Cc1cc(=O)oc2cc(OC(C)C(=O)NCCCN3CCCC3=O)c(Cl)cc12 (configuration not stated)	8%	17%	-3%	1%	-6	nt
Cc1cc(C(=O)Nc2c(C)nc3ccccn3c2=O)ccc1[N+](=O)[O-]	-6%	nt	nt	-9%	14	nt

Record cards, from the list above.
O=C(CCn1c(=O)oc2cc(Cl)ccc21)Nc1ccc(N2CCOCC2)cc1 is entered as Sm TGR inh = -4%; HCV inhibitor = ?; AmpC no deterg = -1%; AmpC detergent = -12%; HCMV inh = -30; FBPA Giardia inh = 8%
COc1ccccc1CCNC(=O)C1CCC(=O)N(C2CCCCCC2)C1 (configuration not stated) is entered as Sm TGR inh = -16%; HCV inhibitor = nt; AmpC no deterg = 94%[activator]; AmpC detergent = 1%; HCMV inh = -4; FBPA Giardia inh = nt

Further records
SMILES	Sm TGR inh	HCV inhibitor	AmpC no deterg	AmpC detergent	HCMV inh	FBPA Giardia inh
Cc1ccc(OC(=O)c2ccccc2C(=O)OCC(F)(F)C(F)F)cc1	12%	-1%	-5%	12%	nt	-5%
Cc1ccc2cc(/C=N/Nc3ccc(C(=O)O)cc3)c(Cl)nc2c1	-9%	-16%	-30%	2%	0	-2%
O=C(CSc1n[nH]c(-c2cccs2)n1)NCc1cccs1	9%	13%	-11%	-22%	-2	-14%
CC(=O)N1CCc2cc(S(=O)(=O)CCC(=O)N3CCN(c4ccccc4F)CC3)ccc21	-1%&-12%	-2%	67%[activator]	-3%&2%	-26&8	1%
O=C(Nc1ccnc(-c2cccnc2)n1)c1cccc(Cl)c1Cl	13%	?	-3%	-2%	?	0%
Cc1cc(/C=N/Nc2nc(N)ncc2[N+](=O)[O-])c(C)n1-c1ccccc1F	-17%	nt	-11%	-7%	nt	-26%
COC(C(=O)Nc1ccc(F)cc1)c1ccccc1 (configuration not stated)	1%	2%	-11%	-11%	-13	-3%
CC12CCC(C(=O)NCCCN3CCOCC3)(OC1=O)C2(C)C (configuration not stated)	0%	15%	-19%	-14%	-39	3%
COC(=O)C1=C(C)NC(=S)N(C(C)=O)C1c1ccc(OC)c(OC)c1 (configuration not stated)	0%	1%	-30%	-13%	-11	5%
COc1ccc(C2C3=C(NCCN=C3c3ccccc3)C(=O)N2c2ccccc2)c(OC)c1 (configuration not stated)	-8%	-3%	3%	-6%	-5	0%
Cc1ccc(S(=O)(=O)N=C2SCCCS2)cc1	-2%	13%	-24%	-17%	83	7%
O=C1NCCN1Cc1cccc(Cl)c1	-38%	22%	-11%	3%	-1	-15%
O=C(NNc1cccc(Cl)n1)Nc1ccc(Cl)cc1	-1%	-5%	-22%	-8%	120	6%
COc1cc(C2C(C#N)=C(N)Oc3cc(O)ccc32)cc(OC)c1OC (configuration not stated)	-16%	-10%	-18%	-15%	-89*	-8%
CCOc1ccc(/C=N/NC(=O)C(OC)c2ccccc2)cc1 (configuration not stated)	5%	11%	-17%	1%	-13	9%
Cc1sc2ncn3cnnc3c2c1C	-4%	1%	4%	-2%	-11	10%
Cc1ccccc1OCC(=O)Nc1ccc(S(=O)(=O)N2CCOCC2)cc1	-8%	-9%	-3%	-5%	16	-3%
Cc1ccc(-n2[nH]c(C)c(C=Nc3ccc(S(=O)(=O)N4CCOCC4)cc3)c2=O)c(C)c1	-1%	2%	37%	-10%	?	8%
O=C(O)c1cccnc1SC1CC(=O)N(CCc2ccccc2)C1=O (configuration not stated)	-31%	?	-8%	-13%	54	0%
CCCCn1c(=O)n(C)c(=O)c2c(C(F)(F)F)cc(-c3ccncc3)nc21	11%	?	-28%	-3%	?	9%
COCCOc1ccc(C(F)(F)F)cc1NC(=O)COC(=O)c1cc([N+](=O)[O-])ccc1N1CCOCC1	2%	?	117%[activator]	7%	?	15%
COc1cc(OC)cc(C(=O)NCC(=O)OC2CCCCC2=O)c1 (configuration not stated)	-25%	8%	-13%	-11%	-11	nt
CCOC(=O)c1nn(-c2ccccc2)c(=O)cc1OCC(=O)Nc1cc(C)ccc1OC	-1%	1%	-10%	-6%	50	nt
CCOC(=O)Cn1c(CN2CCN(c3ccc(OC)cc3)CC2)nc2c1c(=O)[nH]c(=O)n2C	0%	nt	nt	10%	10	nt
CCOC(=O)NCc1ccc(S(=O)(=O)Nc2ccccc2C)cc1	0%[11.4 µM]	-1%	-13%	-12%	9	0%
CC(=O)NCCc1nc2ccccc2n1CCOc1ccccc1C	-1%	5%	107%[activator]	-2%	-24	4%
Cc1cccc(NC(=O)CN2CCN(C(=O)c3oc4c(Cl)cccc4c3C)CC2)c1C	-3%	?	195%[activator]	-3%	46	nt
CN(C)S(=O)(=O)c1ccc(Cl)c(NC(=O)COC(=O)/C=C/c2ccco2)c1	35µM*	-6%	-25%	0%	74	3%
Cn1c(=O)c2c(nc(SCC(=O)Nc3ccc(OC(F)(F)F)cc3)n2Cc2cccc(C(F)(F)F)c2)n(C)c1=O	-6%	nt	nt	1%	45	nt
Cc1cc(NC(=O)CSCc2ccccc2C)no1	-2%	9%	-6%	-1%	-34	1%

Reformatted with bars between the fields: entries from further up
molecule | Sm TGR inh | HCV inhibitor | AmpC no deterg | AmpC detergent | HCMV inh | FBPA Giardia inh
CCOC(=O)NCc1ccc(S(=O)(=O)Nc2ccccc2C)cc1 | 0%[11.4 µM] | -1% | -13% | -12% | 9 | 0%
Cc1sc2ncn3cnnc3c2c1C | -4% | 1% | 4% | -2% | -11 | 10%

(cont.)
SMILES	Sm TGR inh	HCV inhibitor	AmpC no deterg	AmpC detergent	HCMV inh	FBPA Giardia inh
CC(C)(C)S(=O)(=O)c1cnc2c(S(=O)(=O)c3ccccc3)cnn2c1N	0%	-8%	-14%	-3%	17	-27%
CC(C)(C)OC(=O)C1C(=O)CC(C)(O)C(C(=O)OC(C)(C)C)C1c1ccco1 (configuration not stated)	2%	-4%	46%	?	-6	2%
Cc1cc(=O)[nH]c2c(N=Nc3ccc(O)cc3)c(N)nn12	0%	5%	-20%	-1%	?	-19%
c1ccc2nc(SCc3cn4ccccc4n3)cnc2c1	4%	-5%	-43%	3%	?	-6%
CCOc1ccccc1-c1noc(CCC(=O)NC2CCCCC2)n1	-3%	-1%	4%	-2%	-4	2%
COc1ccc(OC)c(NC(=O)CSc2cn(CC(=O)N3CCCCCC3)c3ccccc23)c1	0%	nt	nt	17%	?	nt
C#CCOCCOCCOCCNc1nc(N2CCN(C(=O)[C@H](CCC(=O)O)n3cc(C(N)CC(C)C)nn3)CC2)nc(N2CCN(C(=O)[C@H](CCC(=O)O)n3cc(C(N)[C@H](C)CC)nn3)CC2)n1 (some centres not stated)	32µM*	8%	145%[activator]	-5%	nt	-10%
Cc1cc(C)cc(OCC(=O)OCC(=O)NC2CCCCCC2)c1	3%	-1%	24%	-15%	-6	nt
CN(CC(=O)Nc1ccc(Cl)cc1F)C1CCS(=O)(=O)C1 (configuration not stated)	-5%	8%	-19%	-14%	-100*	nt
Cc1ccc(C)c(N2CCN(CCCNC(=O)Nc3ccc(Cl)cc3)CC2)c1	-1%	nt	nt	17%	-77*	nt

Rows were taken by chance; any-hit rate near 9.9%.
